Mtb BioA inh = M. tuberculosis BioA enzyme inhibitors, primary screen, biochemical, plate reader, single point, HTS | 7,8-diaminopelargonic acid synthase BioA (Mycobacterium tuberculosis) | inhibition, % at 9.99 µM | purified M. tuberculosis BioA enzyme | 0.096% of 360,000 active; in the data active means inhibition above about 40%
Starred values were filed as active, the others as inactive.

#	Compound	Mtb BioA inh
1	C[C@@H]1CN([C@@H](C)CO)C(=O)c2cc(/C=C/c3ccccc3)cnc2O[C@H]1CN(C)C(=O)Nc1ccc(C(F)(F)F)cc1	1.1
2	Cn1cnc(S(=O)(=O)N[C@@H]2CC[C@@H](CC(=O)NCC3CC3)O[C@@H]2CO)c1	-3.9
3	C[C@H](CO)N1C[C@H](C)[C@H](CN(C)S(=O)(=O)c2cn(C)cn2)OCCCC[C@H](C)Oc2ccc(NS(=O)(=O)c3cn(C)cn3)cc2C1=O	3.5
4	C[C@H](NC(=O)C[C@H]1CC[C@@H]2[C@H](COC[C@@H](O)CN2Cc2cc(F)ccc2F)O1)c1ccccc1	0.7
5	C[C@@H]1CN([C@@H](C)CO)C(=O)Cc2cc(NS(=O)(=O)c3cccs3)ccc2O[C@H]1CN(C)Cc1ccncc1	0.5
6	COCC(=O)NC[C@H]1N[C@H](CO)[C@@H]1c1ccc(C2=CCCCC2)cc1	-3.1
7	COc1ccc(C2=NOC(C(=O)NO)C2)cc1OC1CCCC1 (configuration not stated)	-0.8
8	N#C[C@@H]1[C@H](c2ccc(C3=CCCC3)cc2)[C@@H](CO)N1C(=O)c1cccc(F)c1	3.8

#	Compound	Mtb BioA inh
9	C[C@H]1CN([C@@H](C)CO)C(=O)c2cc(NC(=O)CCCN(C)C)ccc2O[C@@H]1CN(C)C(=O)NC1CCCCC1	0.1
10	CC(=O)N(C)C[C@H]1OCc2ccccc2-c2c(n(C)c3ccccc23)C(=O)N([C@@H](C)CO)C[C@@H]1C	0.8
11	CO[C@H](CN(C)S(=O)(=O)c1cn(C)cn1)[C@@H](C)CN(C(=O)Nc1ccc(C(F)(F)F)cc1)[C@H](C)CO	-1.3
12	Cc1noc(C)c1NC(=O)Nc1cccc2c1O[C@@H](CN(C)C(=O)Nc1cccc3ccccc13)[C@@H](C)CN([C@@H](C)CO)C2=O	1.7
13	COC(=O)C[C@@H]1C[C@H]2c3cc(NC(=O)NC4CCCCC4)ccc3O[C@H]2[C@H](CO)O1	-1.2
14	C[C@@H]1CN([C@@H](C)CO)C(=O)c2cccc(NC(=O)c3ccc(-c4nccs4)cc3)c2O[C@@H]1CN(C)S(C)(=O)=O	1.6
15	CC(C)NC(=O)Nc1ccc2c(c1)C(=O)N([C@H](C)CO)C[C@@H](C)[C@H](CN(C)C(=O)NC1CCCCC1)O2	0.1
16	CCCC#Cc1ccc2c(c1)O[C@@H](CN(C)C(=O)Nc1ccc(OC)cc1)[C@@H](C)CN([C@H](C)CO)S2(=O)=O	0.1

#	Compound	Mtb BioA inh
17	COc1cccc(-c2ccc([C@@H]3[C@@H](C#N)N(C(=O)c4ccccn4)[C@@H]3CO)cc2)c1	0.3
18	COCC(=O)N(C)C[C@H]1Oc2cc(-c3ccccc3F)ccc2S(=O)(=O)N([C@@H](C)CO)C[C@H]1C	-3.6
19	C[C@H](CO)N1C[C@H](C)[C@H](CN(C)Cc2ccccc2)OCCCC[C@H](C)Oc2ccc(NC(=O)Cc3ccccc3)cc2C1=O	6.1
20	C[C@@H]1CN([C@@H](C)CO)C(=O)Cc2cc(NC(=O)C3CC3)ccc2O[C@H]1CN(C)C(=O)Nc1ccc2c(c1)OCO2	-0.8
21	CNC(=O)C[C@H]1CC[C@@H]2[C@H](COc3ccc(NC(=O)c4ccc(C(F)(F)F)cc4)cc3C(=O)N2C)O1	2.4
22	C[C@H](CO)N1C[C@H](C)[C@H](CN(C)Cc2ccncc2)Oc2ncc(C#Cc3cccnc3)cc2C1=O	1.7
23	CC(C)C#Cc1cnc2c(c1)C(=O)N([C@@H](C)CO)C[C@H](C)[C@@H](CN(C)C(=O)Nc1ccc(F)cc1)O2	-6.2
24	C[C@@H]1CN([C@@H](C)CO)C(=O)c2cc(NS(=O)(=O)c3ccc(Cl)cc3)ccc2O[C@H]1CN(C)CC1CC1	0.7

#	Compound	Mtb BioA inh
25	C[C@H](CO)N1C[C@H](C)[C@@H](CN(C)CC2CCCC2)Oc2cc(C3=CCCC3)ccc2S1(=O)=O	-3.0
26	O=C(Cc1cccnc1)N1CCCCN2[C@H](C1)[C@@H](c1ccc(/C=C/c3ccccc3)cc1)[C@@H]2CO	-3.7
27	CNC[C@H]1Oc2ccc(NS(=O)(=O)c3cccs3)cc2CC(=O)N([C@@H](C)CO)C[C@H]1C	-1.7
28	COCC(=O)Nc1ccc2c(c1)OC[C@H](C)NC[C@H](C)[C@H](OC)CN(C)C2=O	-3.3
29	CO[C@H]1CC[C@H]2CCOc3c(C#N)cccc3C(=O)N(C)C[C@H](OC)[C@@H](C)C(=O)N(C)C[C@@H]1O2	-0.3
30	COCC(=O)N1CCCCN2[C@@H](CO)[C@@H](c3ccc(-c4cccc(C)c4)cc3)[C@@H]2C1	2.3
31	C[C@H](O)C#Cc1ccc2c(c1)O[C@H](CN(C)C(=O)Nc1ccccc1)[C@@H](C)CN([C@H](C)CO)S2(=O)=O	-5.2
32	COc1cccc(C(=O)Nc2ccc3c(c2)OC[C@@H](C)N(C(=O)C2CCCC2)C[C@@H](C)[C@H](OC)CN(C)C3=O)c1	-3.5

In another format: results already given.
25: C[C@H](CO)N1C[C@H](C)[C@@H](CN(C)CC2CCCC2)Oc2cc(C3=CCCC3)ccc2S1(=O)=O
  Mtb BioA inh = -3.0
32: COc1cccc(C(=O)Nc2ccc3c(c2)OC[C@@H](C)N(C(=O)C2CCCC2)C[C@@H](C)[C@H](OC)CN(C)C3=O)c1
  Mtb BioA inh = -3.5
30: COCC(=O)N1CCCCN2[C@@H](CO)[C@@H](c3ccc(-c4cccc(C)c4)cc3)[C@@H]2C1
  Mtb BioA inh = 2.3
27: CNC[C@H]1Oc2ccc(NS(=O)(=O)c3cccs3)cc2CC(=O)N([C@@H](C)CO)C[C@H]1C
  Mtb BioA inh = -1.7

The results go on:
#	Compound	Mtb BioA inh
33	CC(=O)N1CCCCN2[C@H](C1)[C@H](c1ccc(-c3ccccc3)cc1)[C@@H]2CO	-2.5
34	C[C@H]1CN([C@@H](C)CO)C(=O)Cc2cc(NC(=O)NC3CCCCC3)ccc2O[C@@H]1CN(C)Cc1ccc(C(F)(F)F)cc1	-2.2
35	C[C@@H]1CN([C@H](C)CO)C(=O)c2cc(NS(=O)(=O)c3ccc(F)cc3)ccc2O[C@@H](C)CCCCO[C@@H]1CN(C)CC1CCCCC1	3.0
36	COc1ccc(C(=O)N2C[C@H]3[C@@H](c4ccccc42)[C@@H](CO)N3C(=O)c2cccc(F)c2)cc1	4.2
37	C[C@H](CO)N1C[C@H](C)[C@@H](CN(C)C(=O)Nc2ccnc(N3CCOCC3)c2)OCc2ccccc2-c2ccccc2C1=O	-1.4
38	COc1cccc(NC(=O)N[C@@H]2C=C[C@H](CC(=O)Nc3ccc(-c4ccccc4)cc3)O[C@H]2CO)c1	-0.7
39	C[C@@H]1CN([C@@H](C)CO)C(=O)Cc2cc(NC(=O)Nc3ccccc3)ccc2O[C@@H]1CN(C)Cc1ccccc1	0.5
40	CCC(=O)N(C)C[C@H]1Oc2cc(-c3ccc(C)cc3)ccc2S(=O)(=O)N([C@@H](C)CO)C[C@@H]1C	5.2

Retrieved by structure from the list above:
#	Compound	Mtb BioA inh
39	C[C@@H]1CN([C@@H](C)CO)C(=O)Cc2cc(NC(=O)Nc3ccccc3)ccc2O[C@@H]1CN(C)Cc1ccccc1	0.5
34	C[C@H]1CN([C@@H](C)CO)C(=O)Cc2cc(NC(=O)NC3CCCCC3)ccc2O[C@@H]1CN(C)Cc1ccc(C(F)(F)F)cc1	-2.2

(next part)
#	Compound	Mtb BioA inh
41	CCNC(=O)[C@@H]1[C@@H](CO)[C@@H]2Cn3c(ccc(-c4ccccc4F)c3=O)[C@H]1N2CC	-0.8
42	C[C@@H]1CN([C@H](C)CO)C(=O)Cc2cc(NC(=O)Nc3ccccc3)ccc2O[C@@H]1CN(C)C(=O)Nc1ccccc1	-2.3
43	Cc1noc(C)c1S(=O)(=O)N(C)C[C@@H]1OCc2ccccc2-c2ccccc2C(=O)N([C@@H](C)CO)C[C@H]1C	1.4
44	C[C@H]1CCCCO[C@@H](CN(C)Cc2ccc(C(F)(F)F)cc2)[C@@H](C)CN([C@@H](C)CO)C(=O)c2cc(NC(=O)C3CCCCC3)ccc2O1	1.1
45	C[C@@H]1CN([C@@H](C)CO)C(=O)c2cc(N(C)C)ccc2O[C@H]1CN(C)Cc1ccc(C(F)(F)F)cc1	-0.2
46	COc1cccc(NC(=O)N2C[C@H](O)COC[C@H]3O[C@H](CC(=O)NCc4ccccc4F)CC[C@@H]32)c1	0.0
47	Cc1ccc(-c2ccc3c(c2)O[C@@H](CN(C)C)[C@@H](C)CN([C@@H](C)CO)S3(=O)=O)cc1	-2.6
48	C[C@@H]1CN([C@H](C)CO)C(=O)c2cc(NS(=O)(=O)c3ccc(Cl)cc3)ccc2O[C@@H]1CN(C)Cc1ccc(C(=O)Nc2ccccc2N)cc1	-1.1

#	Compound	Mtb BioA inh
49	C[C@@H]1CCCCO[C@H](CN(C)CC2CC2)[C@@H](C)CN([C@@H](C)CO)C(=O)c2cc(NS(=O)(=O)c3ccc(Cl)cc3)ccc2O1	2.8
50	COCC(=O)Nc1ccc2c(c1)[C@H]1C[C@@H](CC(=O)NCc3ccc(Cl)cc3)O[C@@H](CO)[C@H]1O2	0.1
51	N#C[C@H]1[C@@H](c2ccc(C3=CCCC3)cc2)[C@H](CO)N1C(=O)C1CCC1	-2.4
52	C[C@H](CO)N1C[C@H](C)[C@H](CN(C)S(=O)(=O)c2cn(C)cn2)OCCCC[C@H](C)Oc2ccc(NC(=O)CCCN(C)C)cc2C1=O	-1.5
53	O=S(=O)(N[C@@H]1CC[C@@H](CCn2cc(-c3ccc(F)cc3)nn2)O[C@H]1CO)c1ccccc1F	-1.9
54	Cc1cccc(-c2ccc([C@@H]3[C@@H](CO)N4CCCCN(S(=O)(=O)c5ccccc5C)C[C@H]34)cc2)c1	-4.4
55	O=C(C1CC1)N1C[C@H]2[C@@H](c3ccccc31)[C@H](CO)N2C(=O)Cc1ccccn1	-0.9
56	COc1ccc(NC(=O)N(C)C[C@@H]2OCCCC[C@H](C)Oc3ccc(NC(=O)NC4CCCCC4)cc3C(=O)N([C@H](C)CO)C[C@@H]2C)cc1	-2.3

#	Compound	Mtb BioA inh
57	COc1ccc(CN(C)C[C@H]2OCCCC[C@@H](C)Oc3ccc(NS(=O)(=O)c4cn(C)cn4)cc3C(=O)N([C@H](C)CO)C[C@H]2C)cc1	-0.8
58	O=C(N[C@H]1C=C[C@@H](CC(=O)N2CCCCC2)O[C@@H]1CO)c1ccccn1	-1.9
59	C[C@@H]1CCCCO[C@@H](CN(C)S(=O)(=O)c2ccc(Cl)cc2)[C@@H](C)CN([C@H](C)CO)C(=O)c2cc(NC(=O)Nc3ccc(F)cc3)ccc2O1	-1.5
60	CCCC#Cc1ccc2c(c1)[C@H]1[C@H](CCN1S(=O)(=O)c1cccc(F)c1)[C@H](CO)N2C	0.0
61	Cc1noc(C)c1NC(=O)Nc1ccc2c(c1)C(=O)N([C@H](C)CO)C[C@@H](C)[C@H](CN(C)C(=O)c1ccccc1)OCCCC[C@H](C)O2	-0.3
62	CCCC(=O)Nc1ccc2c(c1)C(=O)N(C)[C@@H]1CC[C@H](CC(=O)NCCc3ccccc3)O[C@H]1CO2	-0.1
63	C[C@@H]1CN([C@H](C)CO)C(=O)Cc2cc(NC(=O)C3CC3)ccc2O[C@H]1CN(C)Cc1ccncc1	2.9
64	Cc1noc(C)c1NC(=O)Nc1ccc2c(c1)C(=O)N([C@@H](C)CO)C[C@@H](C)[C@H](CN(C)Cc1ccc(-c3ccccc3)cc1)O2	-1.7

#	Compound	Mtb BioA inh
65	Cc1noc(C)c1S(=O)(=O)N(C)C[C@H]1OCCCC[C@@H](C)Oc2ccc(NS(=O)(=O)c3ccc(F)cc3)cc2C(=O)N([C@@H](C)CO)C[C@H]1C	-0.4
66	C[C@@H]1CCCCO[C@H](CN(C)C(=O)Cc2ccccc2)[C@@H](C)CN([C@@H](C)CO)C(=O)c2cc(NC(=O)c3ccccc3)ccc2O1	-4.7
67	Cc1noc(C)c1S(=O)(=O)N(C)C[C@@H]1Oc2c(NS(=O)(=O)c3cn(C)cn3)cccc2C(=O)N([C@H](C)CO)C[C@H]1C	-1.5
68	Cc1noc(C)c1S(=O)(=O)N(C)C[C@H]1OCCCC[C@@H](C)Oc2ccc(NC(=O)CCCN(C)C)cc2C(=O)N([C@@H](C)CO)C[C@H]1C	0.0
69	C[C@H]1CN([C@@H](C)CO)C(=O)c2cc(-c3cccc(C#N)c3)cnc2O[C@H]1CN(C)C(=O)C1CCC1	-1.2
70	CO[C@H]1CN(C)C(=O)c2cc(NC(=O)c3ccc(F)cc3)ccc2OC[C@H](C)N(C(=O)CN(C)C)C[C@H]1C	-5.3
71	O=C(NCC[C@H]1CC[C@@H](NS(=O)(=O)c2cccc(Cl)c2)[C@H](CO)O1)c1cnccn1	6.8
72	CS(=O)(=O)Nc1ccc2c(c1)[C@@H]1C[C@H](CC(=O)NCc3ccc(-c4ccccc4)cc3)O[C@H](CO)[C@@H]1O2	0.6

#	Compound	Mtb BioA inh
73	C[C@@H]1CN([C@@H](C)CO)C(=O)c2cc(NC(=O)Nc3cccc4ccccc34)ccc2O[C@@H](C)CCCCO[C@H]1CN(C)C(=O)Nc1ccc2c(c1)OCO2	-1.8
74	C[C@@H](NC(=O)C[C@H]1CC[C@H]2[C@@H](COC[C@H](O)CN2Cc2cc(F)ccc2F)O1)c1ccccc1	0.6
75	COc1ccc(C#Cc2ccc([C@@H]3[C@H]4CN(C(=O)Nc5ccc(F)cc5)CCCCN4[C@H]3CO)cc2)cc1	-0.8
76	CCN1[C@H](C(=O)N(C)C)[C@@H](CO)[C@@H]2Cn3c(ccc(C4=CCCCC4)c3=O)[C@@H]21	0.3
77	O=C(C[C@H]1CC[C@H](NC(=O)CC2CC2)[C@H](CO)O1)NCc1ccc(-c2ccccc2)cc1	-0.2
78	C[C@H]1CCCCO[C@H](CN(C)C(=O)c2ccncc2)[C@@H](C)CN([C@@H](C)CO)C(=O)c2cc(NS(=O)(=O)c3cccs3)ccc2O1	-1.6
79	COc1ccc(NC(=O)N(C)C[C@@H]2OCc3ccccc3-c3c(n(C)c4ccccc34)C(=O)N([C@H](C)CO)C[C@@H]2C)c(OC)c1	7.0

Assay outcomes (PubChem)

Some of the compounds tested; the hit share may differ from the screen's.
